Assay outcomes deposited in PubChem BioAssay by several laboratories.
LYP phosphatase: PTPN22 lymphoid phosphatase activity blockers – biochemical, fluorescence intensity, uHTS (AID 1779). recombinant LYP phosphatase, fluorescence intensity; higher % means a stronger effect. one-dose inhibition, % at 11.5 µM; IC50 in µM for titrated hits. 0.054% of 290,000 active; in the data active = inhibition above about 50%;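 note: plate controls were vehicle with enzyme for no effect and no enzyme for full effect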
Myeloid diff MLP: myeloid differentiation induction | ER-HoxA9 myeloid progenitors, lysozyme-GFP differentiation, flow cytometry | calls only at 10 µM | 1% of 360,000 active;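 active = normalized GFP-positive differentiation at or above the plate's own cutoff, the solvent-only control mean plus 3 SD; inconclusive = no clear call, values can overlap the other calls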;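 note: cells exposed to compound for four days before flow analysis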
Myeloid diff MLP GFP+ MAC1+ %: further read-out of Myeloid diff MLP, marked with its call; GFP+ MAC1+ double positive, %; measured here: differentiation confirmed by MAC1 staining
* = called active by the depositor; i = inactive; ? = inconclusive; . = no result given; + = active, no number. Only part of the results is shown, so the mix of outcomes need not match the whole.

structure	LYP phosphatase	Myeloid diff MLP	Myeloid diff MLP GFP+ MAC1+ %
C=CCn1nnnc1SCC(=O)Nc1cccc(C(F)(F)F)c1	-12%	+	8.9*
Cn1nc(C(=O)N2CCN(c3ccc([N+](=O)[O-])cc3)CC2)c2c1-c1ccccc1S(=O)(=O)C2	-7%	i	5.4
CN(C)c1cccc(C(=O)N(C)C2CCCN(Cc3ccccc3F)C2)c1 (configuration not stated)	-7%	i	0.8
CCOc1ccc(CCNC(=O)Nc2ccccc2)cc1OCC	-4%	i	0.6
Cc1nc2ccn(Cc3ccccc3)c(=O)c2cc1C(=O)N1CCN(c2ccc(F)cc2)CC1	-7%	i	1.4
CCOc1ccc(N(C(=O)c2ccc3c(c2)OCO3)C2C=CS(=O)(=O)C2)cc1 (configuration not stated)	-10%	i	2.3
N=c1c(S(=O)(=O)c2ccc(Cl)cc2)cc2c(=O)n3ccccc3nc2n1Cc1ccco1	-2%	i	1.6
Cc1cc(C)c(CN2CCC(n3nccc3NC(=O)CCOc3ccccc3)CC2)cc1C	-12%	i	1.8
CCC(NC(=O)CCc1nnc(-c2cc(C)on2)o1)C12CC3CC(CC(C3)C1)C2 (configuration not stated)	-2%	i	0.5
CC(=O)N1CCc2c(sc(NC(=O)CCS(=O)(=O)c3ccccc3)c2C(N)=O)C1	-5%	i	0.4
Cc1cccc(N2CCN(CCCNC(=O)C3CCCN(c4ncnc5c4nc4n5CCCCC4)C3)CC2C)c1 (configuration not stated)	-10%	?	.
O=C(c1sc2ccccc2c1Cl)N1CCN(CCc2ccccn2)CC1	-4%	?	.
O=C(NCC1CCN(C(=O)c2ccc([N+](=O)[O-])cc2)CC1)c1ccc([N+](=O)[O-])cc1	-7%	i	0.7
NS(=O)(=O)c1ccc(NC(=O)c2ccc3c(c2)OCO3)cc1	-4%	i	0.7
COc1ccc2cc3cc(C(=O)N4CCN(c5ccccn5)CC4)oc3nc2c1	-12%	i	5.5
CCOC(=O)C1CCCN(C(=O)c2cc3c(OC)c(OC)c(OC)cc3[nH]2)C1 (configuration not stated)	2%	i	0.4
O=C(CCc1nnc2n(Cc3ccccc3Cl)c(=O)c3ccccc3n12)NCCCN1CCOCC1	-14%	i	0.9
CC1CCN(CCCNC(=O)C2CC(=O)N(CCc3ccccc3)C2)CC1 (configuration not stated)	-14%	i	0.4
CCCCCC(=O)N[C@@H](c1ccccc1)[C@@H](O)C(=O)O[C@H]1C[C@@]2(O)[C@@H](OC(=O)c3ccccc3)C3[C@](C)(C(=O)[C@H](OC(C)=O)C(=C1C)C2(C)C)[C@@H](O)C[C@H]1OC[C@@]31OC(C)=O (some centres not stated)	-6%	i	8.3
O=C(CCNC(=O)c1ccccc1Cl)NCCc1ccc(Cl)cc1	0%	i	0.6
Cc1ccc2c(c1)C(c1ccc(F)cc1)N(C(=O)c1ccccc1Br)CC(=O)N2 (configuration not stated)	-9%	i	0.4
CCCc1ccc2oc(C(=O)NCCCN3CCOCC3)c(C)c2c1	-9%	i	0.7
Cc1cc(S(=O)(=O)N2CCCOC2CNC(=O)C(=O)NCc2cccs2)ccc1F (configuration not stated)	-9%	i	1.0
Cc1cc2[nH]c(=O)c(=O)[nH]c2cc1S(=O)(=O)Nc1cccc(C)c1C	2%	i	1.9
Cc1ccc(C)c(-c2cc(C(=O)N/N=C/c3cccnc3)c3ccccc3n2)c1	0%	i	1.4
CCS(=O)(=O)c1nc(S(=O)(=O)c2ccc(Cl)cc2)c(N2CCCC2)s1	-7%	i	5.1
Cc1ccc(C(=O)NC(C(=O)NC2CCCC2)c2ccccc2)cc1 (configuration not stated)	-4%	i	0.3
CC(C)c1ccc(NC(=O)[C@H](Cc2c[nH]c3ccccc23)NC(=O)[C@@H]2Cc3ccccc3CN2)cc1	-1%	i	2.3
O=C(O)Cn1c(O)c(C2=c3ccccc3=NC2=O)sc1=O	-6%	i	0.4
CCc1nc(SCC(=O)N2CCCCCC2)c2c(=O)n(C)c(=O)n(C)c2n1	-8%	i	1.1
O=C(O)C(Oc1ccc2cc(-c3ccc(Cl)cc3)c(=O)oc2c1)c1ccccc1 (configuration not stated)	-2%	i	0.4
CCOC(=O)C1(CC)NC(c2ccc(OC)c(OC)c2)C2C(=O)N(c3cccc(C(C)=O)c3)C(=O)C21 (configuration not stated)	-4%	i	0.3
COc1ccc(C(=O)c2coc3ccc(OC(C)=O)cc23)cc1	-8%	i	1.2
O=C(N/N=C\C=C\c1ccc(Br)cc1)c1ccc2c(c1)OCO2	-4%	i	2.4
CC1Oc2ccccc2N(CC(=O)NC2CCCCC2)C1=O (configuration not stated)	-13%	i	0.7
O=C(CCNS(=O)(=O)c1ccccc1)NCCCSc1ccccc1	-5%	i	0.8
CN1CCC(=O)N([C@H](COc2ccccc2)Cc2ccccc2)CC1	-12%	i	0.4
COc1ccc(-c2onc3ccc(C(=O)/C=C/N(C)C)cc23)cc1	3%	i	3.4
Cc1cc(NC(=O)C2CC(=O)N(c3cccc(Cl)c3)C2)no1 (configuration not stated)	-14%	i	3.1
CC1CCCCN1Cc1c(O)ccc2c(=O)c(-c3ccc(Br)cc3)coc12 (configuration not stated)	0%	i	1.4
Oc1ccc(Cl)cc1CNc1nccs1	-10%	i	0.4
COc1cc(NC(=O)COc2ccc3c(C)cc(=O)oc3c2C)cc(OC)c1OC	-9%	?	.
COc1ccc(OC)c(C(c2c(C)[nH][nH]c2=O)c2c(C)[nH][nH]c2=O)c1	-4%	i	0.8
O=C(c1cccc(C(F)(F)F)c1)N1CCN(S(=O)(=O)c2ccc(Cl)s2)CC1	-5%	i	1.6
CSCC[C@H](NC(=O)COc1cc2c(c3oc(=O)c(C)c(C)c13)CCC(C)(C)O2)C(=O)O	-16%	i	0.5

Single records, from the list above. Order of values: LYP phosphatase, Myeloid diff MLP, Myeloid diff MLP GFP+ MAC1+ %
Profile of O=C(N/N=C\C=C\c1ccc(Br)cc1)c1ccc2c(c1)OCO2 = -4%, i, 2.4
Profile of COc1ccc(C(=O)c2coc3ccc(OC(C)=O)cc23)cc1 = -8%, i, 1.2
Profile of Oc1ccc(Cl)cc1CNc1nccs1 = -10%, i, 0.4

Additional entries.
structure	LYP phosphatase	Myeloid diff MLP	Myeloid diff MLP GFP+ MAC1+ %
CC(C)(C)OC(=O)N1CCC(c2c(C(=O)N3CCN(C(=O)c4ccco4)CC3)cnn2-c2cccc(Cl)c2)CC1	-6%	i	0.4
O=C(O)c1cc2cc(Oc3ccccc3)ccc2[nH]1	-4%	i	0.8
O=C(NCCNC(=O)c1ccccn1)c1ccccc1	-6%	i	0.6
Cc1cccc(N(C(=O)Cn2nnc(-c3ccc(C)o3)n2)C(C(=O)NC2CCCC2)c2ccncc2)c1 (configuration not stated)	-7%	i	1.0
CCC(NC(=S)NCc1ccc(F)cc1)c1ccc(C(C)C)cc1 (configuration not stated)	-6%	?	.
COc1ccccc1NC(=O)CSc1nnc(CNC(=O)c2ccco2)n1C	-2%	i	1.6
COc1ccc(NC(=O)c2cnn(-c3ccccc3)c2C)cc1	-5%	i	0.5
COC(=O)c1ccc(CS(=O)(=O)c2ccc(C)cc2)o1	-9%	i	0.4
COc1ccc(OCc2cc(/C=N\NC(=O)c3ccccc3)ccc2OC)cc1	0%	i	0.8
CC(C)(CO)CNC1CCCN(C2Cc3ccccc3C2)C1 (configuration not stated)	-7%	i	0.7
O=C(COc1cccnc1[N+](=O)[O-])NCc1ccccc1	-9%	i	0.9
O=C(CCNS(=O)(=O)c1ccc(Cl)cc1)N1CCN(c2ccccn2)CC1	-16%	i	0.4
COc1ccc(C(=O)Nc2ccc(Nc3ccccc3)cc2)cc1OC	-4%	i	0.7
CC(C)C(NS(=O)(=O)c1cccs1)C(=O)NCCCN1CCCCCC1 (configuration not stated)	-6%	i	1.2
COCCCN(Cc1ccco1)C(=O)CSc1nc2ncccc2[nH]1	-12%	i	1.1
Cc1ccc(CNC(=O)C2CCN(S(=O)(=O)N3CCCC3)CC2)cc1	-13%	i	1.6
COc1cccc(C2c3[nH]c4ccccc4c3C[C@H]3C(=O)N(c4ccccc4C(=O)N4CCC[C@H]4C(=O)O)C(=O)N23)c1 (some centres not stated)	-1%	i	2.8
O=C(O)c1ccc2[nH]c3c(c2c1)CCCC3	-12%	i	0.8
CCN1CCN(c2nnc(-c3ccccc3)c3ccccc23)CC1	-9%	i	0.4
COc1ccccc1C(=O)N/C(=C/c1ccc(Br)cc1)C(=O)NCCCn1ccnc1	-10%	i	0.9
Cc1ccc2nc(NS(=O)(=O)c3cn(C)nc3C)sc2c1	-7%	i	1.2
O=C(Nc1ccc(F)cc1F)C1CCN(S(=O)(=O)c2cccnc2)CC1	-8%	i	3.3
Cc1cc(S(=O)(=O)N2CCOCC2)ccc1OCC(=O)N1CCCCC1	-11%	i	1.2
CC1CCN(S(=O)(=O)c2ccc3c(c2)N(CC(=O)NCCN2C(C)CCCC2C)C(=O)CS3)CC1 (configuration not stated)	-4%	i	1.7
COc1ccc(-c2noc(CN(C)C(=O)c3ccc4c(c3)OCO4)n2)cc1OC	-8%	i	0.3
O=C(CCSc1ccc(Cl)cc1)c1ccco1	-2%	i	0.7
COCCc1nc2ccc(C(=O)N(C)Cc3cccc(-n4nc(C)cc4C)c3)cc2o1	-12%	i	0.8
Cc1ccc(/C=N\NC(=O)CNC(=O)C23CC4CC(CC(C4)C2)C3)o1	7%	i	1.5
O=C1C(=O)N(Cc2cccnc2)C(c2cccc(O)c2)/C1=C(\O)c1ccc2c(c1)OCCO2 (configuration not stated)	-3%	i	7.3
CC(Oc1ccccc1)C(=O)NC1CCCCCCC1 (configuration not stated)	-2%	i	2.2
CCCn1c2ccc(C)cc2c2nnc(SCCN3CCCCC3)nc21	3%	i	0.8
O=C(NCc1ccc(F)cc1)C1CC(=O)N(Cc2ccco2)C1 (configuration not stated)	-10%	i	0.8
CCOc1ccc2oc(=O)cc(CN3CCOCC3)c2c1	-5%	i	0.4
CCOC(=O)C1(Cc2ccccc2)CCCN(C(=O)c2cn[nH]c2)C1 (configuration not stated)	-12%	i	2.4
COc1ccccc1NS(=O)(=O)c1c(C)nc2sccn2c1=O	-6%	i	3.2
Cc1ccc(NC(=O)CCc2nnc3ccc(NCc4ccco4)nn23)nc1	-13%	?	.
COc1cccc(-c2cc(C(=O)N3CCN(S(=O)(=O)c4ccccc4)CC3)[nH]n2)c1	-10%	i	2.5
CCc1c(C)sc(NC(=O)c2ccoc2C)c1C(N)=O	-6%	i	0.5
CCOc1ccc(CCNC(=O)CS(=O)(=O)Cc2nc(-c3cccc(OC)c3)oc2C)cc1	-8%	?	.
Cc1c(C)n(Cc2ccc(F)cc2)c2ccc(C(=O)N3CCN(c4ccccn4)CC3)cc12	-9%	i	0.0
O=C(Nc1ccc(F)cc1F)N1CCN(C(=O)c2ccco2)CC1	-9%	i	0.5
COc1cc(OC)cc(C(=O)N2CCN(C(=O)c3cccs3)CC2)c1	-11%	i	1.5
Cc1c(CCC(=O)O)c(=O)oc2cc(OCc3ccccc3F)ccc12	-6%	i	0.2
CCOc1ccccc1NC(=O)CSc1nnnn1C1CCCC1	-4%	i	0.7
CC(C)(C)C1CCC(C(=O)NCC(c2cccs2)N2CCOCC2)CC1 (configuration not stated)	-4%	i	1.0
Cc1ccc(C)c2[nH]c(=O)c(CCNC(=O)c3ccc(S(=O)(=O)N4CCOCC4)cc3)cc12	-2%	i	0.8
COc1ccc(F)c(-c2nc(CN3CCN(C(=O)c4ccco4)CC3)c(C)o2)c1	-5%	i	1.0
CCCn1c(=N)c(S(=O)(=O)c2ccccc2)cc2c(=O)n3cccc(C)c3nc21	-29%	i	1.5
CC(C)CCN1C(Nc2ccccc2)=NC[C@@H]1Cc1ccccc1	-8%	i	1.1
O=C(NC1CCCCCCC1)c1cc([N+](=O)[O-])ccc1Cl	-6%	i	0.2
O=C(O)CC(NC(=O)C12CC3CC(CC(C3)C1)C2)c1ccc(Cl)cc1 (configuration not stated)	-8%	i	0.8
O=C(c1ccncc1)N1CCN(S(=O)(=O)c2ccc3ccccc3c2)CC1	-6%	i	0.3
COc1cc2cc[n+](Cc3ccc([N+](=O)[O-])cc3)cc2cc1OC	-5%	i	0.8
COCCCN1C(=O)C2C(C(=O)Nc3cc(C)cc(C)c3)C3C=CC2(O3)C1C(=O)NC1CCCCC1 (configuration not stated)	-10%	?	.
O=C(NCc1ccccc1)C1CCC(CNS(=O)(=O)c2cccs2)CC1 (configuration not stated)	-5%	i	4.0

Entries from the list above that contain a nitro group on carbon (5):
structure	LYP phosphatase	Myeloid diff MLP	Myeloid diff MLP GFP+ MAC1+ %
Cn1nc(C(=O)N2CCN(c3ccc([N+](=O)[O-])cc3)CC2)c2c1-c1ccccc1S(=O)(=O)C2	-7%	i	5.4
O=C(NCC1CCN(C(=O)c2ccc([N+](=O)[O-])cc2)CC1)c1ccc([N+](=O)[O-])cc1	-7%	i	0.7
O=C(COc1cccnc1[N+](=O)[O-])NCc1ccccc1	-9%	i	0.9
O=C(NC1CCCCCCC1)c1cc([N+](=O)[O-])ccc1Cl	-6%	i	0.2
COc1cc2cc[n+](Cc3ccc([N+](=O)[O-])cc3)cc2cc1OC	-5%	i	0.8
